RAM inhibit = yeast RAM network inhibition | S. cerevisiae dse1pr::URA3 reporter, 5-FOA growth OD615, 2 d; analog-sensitive cbk1-as2 kinase mutant strain | inhibition, % at 50 µM | 190,000 tested, 1.8% active | AID 868;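 active = inhibition above a set limit, 3 SD over mean compound inhibition, cut at about 8.4% in these data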;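 note: 0% = DMSO-only wells with no growth and 100% = 10 µM 1-NA-PP1 full growth; inhibition rescues growth on 5-FOA so higher OD means more RAM inhibition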
G6PDH CS = L. mesenteroides G6PDH inhibition counter-screen; Purified L. mesenteroides G6PDH, diaphorase/resazurin coupled fluorescence, 45 min; inhibition, % at 5 µM; 200,000 tested, 0.12% active; AID 1020
Hsp70 activator = switches on Hsp70 transcription. activation, % at 10 µM. 200,000 tested, 0.04% active. HeLa Hsp70 promoter luciferase reporter, luminescence; scaled: vehicle 0, proteasome-inhibitor control 100%;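 active = activation above the mean across all tested compounds plus 3 SD, cutoff set per campaign, cut at about 5.5% in these data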;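 note: 100% = MG132 at 30 µM as the positive control and 0% = DMSO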
Diaph act CS = counter-screen for diaphorase-based assays: diaphorase activators and chemical reducers | AID 1229 | Diaphorase/resazurin coupled assay, resorufin fluorescence, 16 min; stronger effect = higher value; 1 = vehicle wells, 0 = NADH-free wells | 190,000 tested, 0.005% active | activation factor at 20 µM;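 active = diaphorase activity raised at least twofold by the compound at 20 µM; inactive = activation factor below 2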
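test system = bacterial diaphorase enzyme (C. kluyveri) | quantity = enzyme 0.07 U/mL final | reagent = NADH substrate 0.114 mM plus resazurin dye 0.1 mM, final | incubation = 16 min enzyme reaction, ambient temperature | buffer or medium = HEPES pH 7.4 buffer with MgCl2 and Tween 20 | signal = fluorescence of resorufin, 544 nm excitation, 590 nm emission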
TLR4 MyD88 comp = TLR4-MyD88 interaction inhibition in cells; O00206+Q99836; HeLa CL3-4 TLR4/MyD88 BLA complementation, FRET ratio; inhibition, % at 8.4 µM; 200,000 tested, 0.18% active; AID 861; in the data active = inhibition above about 25%;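 note: 0% = vehicle and 100% = reference inhibitor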
PMI act = activators of human phosphomannose isomerase | purified human PMI, coupled resazurin fluorescence, 20 min; stronger effect = higher value; 1 = vehicle control, 0 substrate-free wells | P34949 | activation factor at 20 µM | 190,000 tested, 0.005% active;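 active = activation factor of 2 or more at 20 µM, relative to plate controls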
Target sequence (P34949 whole entry, looked up): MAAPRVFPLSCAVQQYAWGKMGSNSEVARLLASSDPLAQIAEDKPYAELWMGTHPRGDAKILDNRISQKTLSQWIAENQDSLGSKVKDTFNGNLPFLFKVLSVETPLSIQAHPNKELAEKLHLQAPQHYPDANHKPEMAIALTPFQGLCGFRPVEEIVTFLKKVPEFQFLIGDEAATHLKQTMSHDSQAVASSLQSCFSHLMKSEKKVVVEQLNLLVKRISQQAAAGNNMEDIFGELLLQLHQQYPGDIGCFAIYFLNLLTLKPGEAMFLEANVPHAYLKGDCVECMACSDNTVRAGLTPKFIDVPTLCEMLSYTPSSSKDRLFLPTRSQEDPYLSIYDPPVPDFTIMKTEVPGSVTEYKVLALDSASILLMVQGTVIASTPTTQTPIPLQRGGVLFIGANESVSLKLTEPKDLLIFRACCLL
L major viab = reduces viability of Leishmania major promastigotes; resazurin fluorescence viability; inhibition, % at 10 µM; 200,000 tested, 9% active; AID 1063;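 note: promastigotes grown with compound for 44 hours at 28 °C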
DTT redox prof = compounds producing H2O2 with reducing agent – biochemical, NIH compound library profiling, artefact control for MLSCN library redox annotation, primary screen | 200,000 tested, 0.03% active | activation, % at 10 µM | DTT-dependent redox cycling H2O2, phenol red/HRP absorbance; 100% = 100 µM peroxide control, 0% = buffer | AID 878;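 active = activation of at least 50% relative to the plate's high and low controls in the primary single-dose screen; inactive = activation below 50%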;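 note: compound incubated with DTT at 0.8 mM final as the reducing agent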
Diaphorase inh = inhibits diaphorase or chemically oxidizes, flagging diaphorase assay artifacts; diaphorase resazurin-to-resorufin fluorescence, NADH, 16 min; bacterial (C. kluyveri) enzyme, not human; inhibition, % at 20 µM; AID 1217; 190,000 tested, 0.69% active;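 active = primary screen inhibition at 20 µM above a set limit, cut at about 50% in these data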;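 note: plate controls were DMSO with full reaction for no effect and wells lacking NADH for full effect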
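Test system: Clostridium kluyveri diaphorase enzyme / Quantity: diaphorase at 0.14 U/mL in enzyme working solution / Incubation: 16-min room-temperature incubation before reading / Benchmarks: NADH-free wells as positive control, DMSO-only neutral wells / Signal: resorufin fluorescence 544/590 nm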
PMI act satM6P = PMI (human) activation, high substrate. activation factor at 20 µM. P34949. coupled PMI enzyme assay, resazurin fluorescence, 20 min; stronger effect = higher value; 1 = untreated enzyme, 0 = substrate-free blank. 190,000 tested, 0.34% active;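 active = activation factor of 2 or more at 20 µM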
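Material: human phosphomannose isomerase with PGI, G6PDH, diaphorase coupling enzymes. Quantity: 15 ng/mL PMI. Medium: HEPES pH 7.4 buffer with MgCl2 and Tween-20. Reagent: Near-saturating mannose-6-phosphate, 1.0 mM. Compound: 20 µM single dose. Times: enzyme reaction with compound 20 min at room temperature. Detection: resorufin fluorescence at Ex 544/Em 590 nm.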
S1P3 antag = antagonists of human S1P3 receptor | CHO S1P3 NFAT-BLA reporter, FRET fluorescence, antagonist mode | inhibition, % at 4.98 µM | 170,000 tested, 0.27% active | AID 485;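 active = inhibition above the plate cutoff, the mean inhibition of test wells on that plate plus 3 SD, cut at about 28% in these data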;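 note: cells challenged with S1P at its EC80 of 0.8 µM; blue over green emission ratio from cleaved BLA substrate after 4 h stimulation; 0% = S1P-stimulated wells and 100% = unstimulated DMSO-only wells; some compounds past the cut are filed as inactive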
Target sequence (Q99500 whole entry, looked up): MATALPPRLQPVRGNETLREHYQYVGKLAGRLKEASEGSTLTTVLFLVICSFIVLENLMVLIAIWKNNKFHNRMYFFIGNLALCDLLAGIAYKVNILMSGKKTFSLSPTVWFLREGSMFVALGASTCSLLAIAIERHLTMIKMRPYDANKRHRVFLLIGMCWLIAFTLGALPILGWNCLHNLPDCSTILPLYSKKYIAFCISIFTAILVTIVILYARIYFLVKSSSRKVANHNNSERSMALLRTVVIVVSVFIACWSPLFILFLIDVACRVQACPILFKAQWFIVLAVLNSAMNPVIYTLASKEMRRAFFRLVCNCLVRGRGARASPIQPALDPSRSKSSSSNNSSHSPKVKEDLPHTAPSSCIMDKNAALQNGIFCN
* = called active by the depositor; / = no result given. Cut-off read from the data, not from the text of the source, unless noted: active = inhibition above about 50%; inactive = the rest. Compounds were not picked by outcome. About 12% of those tested had a hit in this group.

SMILES | RAM inhibit | G6PDH CS | Hsp70 activator | Diaph act CS | TLR4 MyD88 comp | PMI act | L major viab | DTT redox prof | Diaphorase inh | PMI act satM6P | S1P3 antag
CCOC(=O)CON1C(=O)C(C)(C)N(OCC(=O)OCC)C(=O)C1(C)C | -0.1 | 7 | -0.2 | 0.8 | 2 | 1 | -2 | -0.2 | 20 | 0.9 | -11
O=c1cc(N2CCCC2)c2ccccc2o1 | -1.2 | 10 | 0.1 | 0.8 | -2 | 0.8 | -4 | -0.7 | 21 | 0.8 | -7
Cn1cc(C(=O)Nc2cccc(F)c2)cn1 | 1.3 | 11 | -0.1 | 0.8 | -1 | 1.1 | -5 | 22 | 16 | 1.1 | /
CCc1cc(C(N)=O)c(NC(=O)c2ccc(OC)cc2)s1 | 2.0 | -5 | -0.3 | 0.8 | -13 | 0.9 | 12 | 0.2 | 21 | 0.9 | 20
CCOc1ccc(NC(=O)CC2C(=O)N(c3ccc(OC)cc3)C(=O)N2Cc2ccc(OC)cc2)cc1 (stereo unspecified) | 4.1 | 2 | -0.2 | 0.9 | 3 | 0.9 | 13 | -1.8 | 10 | 0.9 | -16
COc1ccc(O)c(/C=N/NC(=O)c2ccc(CSc3nc(C)cc(C)n3)cc2)c1 | 0.1 | -8 | -0.4 | 0.9 | 2 | 1 | 99* | 0.1 | 10 | 1.1 | -7
CCn1cc(C(=O)NCC2CCCO2)c(=O)c2cc(S(=O)(=O)N3CCC(C)CC3)ccc21 (stereo unspecified) | 0.1 | 6 | -0.3 | 0.9 | -2 | 1 | 10 | 2.1 | 6 | 1.1 | -4
COC(=O)c1cn(C(=O)c2ccco2)c2ccccc12 | 3.9 | 3 | 0.1 | 0.9 | 5 | 1.1 | -9 | 2.3 | 6 | 1.1 | -11
CCC(C)(C#CCN1CCCCC1)OCCC#N (stereo unspecified) | 3.2 | 5 | -0.3 | 0.8 | -11 | 1.1 | -6 | 0.1 | 17 | 1.1 | 7
Cc1ccc(N2C(=O)CCSC23C(=O)Nc2ccccc23)cc1 (stereo unspecified) | 1.2 | 1 | -0.2 | 1 | 0 | 0.9 | 24 | 1.3 | 3 | 1 | /
COc1ccc(C2=NN(S(C)(=O)=O)C(c3ccc4nccnc4c3)C2)cc1 (stereo unspecified) | 7.7 | -15 | -0.1 | 1.1 | -13 | 1.1 | 25 | -0.2 | -6 | 1.2 | 6
CCc1ccccc1NC(=O)CSc1nc2ccccc2n1CC(=O)N1CCCC1 | 3.6 | 8 | -0.2 | 1.1 | -7 | 1 | -4 | 0.2 | -9 | 1.1 | /
CC(=O)N/C(=C/c1ccccc1)C(=O)NC(Cc1ccccc1)C(=O)O (stereo unspecified) | 0.2 | 2 | -0.2 | 1 | 1 | 1.1 | -7 | 0.1 | 4 | 1 | 13
Nc1nc(CSC(=S)N2CCOCC2)nc(Nc2ccccc2)n1 | 0.0 | 7 | 0.2 | 0.9 | -14 | 0.9 | 36 | 0.0 | 6 | 1 | -7
CC(C)n1c(SCC(=O)Nc2ccccc2)nc2c1c(=O)n(C)c(=O)n2C | 2.3 | 2 | -0.4 | 0.9 | 2 | 0.9 | -2 | 10 | 12 | 1 | /
O=C(Nc1cccc([N+](=O)[O-])c1)c1cnccn1 | 2.1 | -4 | -0.2 | 0.9 | 4 | 1.1 | 65* | 0.1 | 13 | 1 | -8
O=C(c1cccc([N+](=O)[O-])c1)N1CCN(c2ccc(Cl)cc2)CC1 | 0.8 | 7 | -0.5 | 1 | -2 | 1 | -6 | 0.1 | -1 | 1 | 12
CCOC(=O)c1c(N2C(=O)C3C4C=CC(C4)C3C2=O)sc2c1CCC(C)C2 (stereo unspecified) | 0.2 | -9 | -0.1 | 0.9 | 0 | 0.9 | 2 | 0.1 | 10 | 1 | -6
COc1ccc(C)cc1NC(=O)C(OC(=O)c1ccc(Cl)c(S(=O)(=O)N(C)c2ccccc2)c1)c1ccccc1 (stereo unspecified) | 2.8 | -3 | -0.2 | 0.8 | -4 | 0.8 | 13 | 2.3 | 18 | 0.9 | -27
O=C(c1ccc(-c2cccc(C(F)(F)F)c2)o1)N1CCOCC1 | -0.1 | -12 | 0.2 | 0.9 | 10 | 0.8 | 10 | 1.1 | 13 | 0.8 | 1
CN(C)/C=N/C(=S)Nc1ccc(Cl)cc1Cl | 0.7 | 14 | -0.1 | 0.9 | -7 | 0.8 | -14 | -0.1 | 14 | 0.9 | -5
Cc1cccn2cc(-c3ccc(Cl)cc3)nc12 | -0.5 | 7 | 0.2 | 0.9 | -15 | 1 | 16 | 0.6 | 14 | 1 | 20
CC(C)CC(NC=C1C(=O)OC(C)(C)OC1=O)C(=O)O (stereo unspecified) | 1.1 | / | 0.0 | / | 8 | / | -11 | 1.8 | / | / | -10
Cc1ccc(CSCCC(=O)NCCC2=CCCCC2)cc1 | 1.0 | 11 | -0.3 | 0.9 | 3 | 0.9 | -5 | 0.1 | 9 | 1 | 11
O=C(Nc1cccc(C(F)(F)F)c1)Nc1ccc(N2CCCC2)c(S(=O)(=O)Nc2ccccc2Cl)c1 | 5.2 | 4 | -0.2 | 1 | -2 | 1.3 | 100* | 0.2 | -2 | 1.4 | -8
Remaining list, next part
SMILES | RAM inhibit | G6PDH CS | Hsp70 activator | Diaph act CS | TLR4 MyD88 comp | PMI act | L major viab | DTT redox prof | Diaphorase inh | PMI act satM6P | S1P3 antag
COc1ccc(S(=O)(=O)NCCC(=O)NCc2ccc(F)cc2)cc1 | 3.5 | 3 | 0.0 | 0.9 | -4 | 1 | -2 | 0.4 | 6 | 1 | -8
Cc1ccc2cc(CCNC(=O)Cc3cccs3)c(=O)[nH]c2c1 | -0.7 | 9 | 0.0 | 0.9 | 10 | 1 | 0 | 0.5 | 15 | 1 | -15
CCOC(=O)Cn1c(=O)oc2cc(S(=O)(=O)N(C)Cc3ccco3)ccc21 | 1.8 | 6 | 0.0 | 1 | -4 | 1.1 | 99* | 0.2 | -2 | 1.1 | -5
CC(C)NC(=O)c1ccccc1NC(=O)C(C)Oc1ccccc1 (stereo unspecified) | 0.1 | 3 | -0.2 | 1.1 | 8 | 1 | -5 | -0.4 | -14 | 1 | -19
Cn1nnnc1SCC(=O)Nc1nc2c(s1)CCCC2 | 1.3 | 0 | -0.1 | 0.9 | 15 | 0.9 | 0 | 0.2 | 11 | 1 | /
COC(=O)c1ccccc1NC(=O)/C=C/c1cc(OC)c(OC)c(OC)c1 | 4.8 | -1 | 0.0 | 1 | 4 | 0.9 | -4 | 0.2 | 3 | 0.9 | /
O=C(Oc1c(CN2CCOCC2)cc(Cl)c2cccnc12)c1ccccc1Cl | 2.0 | 24 | 0.0 | 0.6 | -1 | 0.7 | 100* | -0.1 | 42 | 0.4 | -4
CCOC(=O)C1(Cc2ccccc2C(F)(F)F)CCN(C(C)CCn2cccn2)CC1 (stereo unspecified) | -0.2 | 11 | -0.3 | / | 4 | / | 49 | -0.3 | / | / | 9
CCNc1sc(C(=O)c2cccs2)c(N)c1C#N | 0.7 | 0 | -0.3 | 1.3 | 17 | 1.3 | -3 | 0.5 | -26 | 1.4 | /
COc1cc(NC(=S)NC(=O)c2ccccc2F)ccc1NC(=O)c1cccs1 | 8.0 | 9 | 0.1 | 0.7 | 5 | 0.8 | -8 | -2.0 | 28 | 0.8 | -14
c1ccc(-c2cn3c(n2)-c2ccccc2C3)cc1 | 2.1 | 0 | -0.5 | 1 | -2 | 0.9 | 8 | 0.2 | -1 | 1 | 3
COC(=O)c1ccc(CSc2nnc(CNC(=O)COc3ccc(Cl)cc3)o2)o1 | 0.0 | 0 | 0.1 | 0.8 | -2 | 1 | 2 | -0.7 | 20 | 1 | /
CCCOC(=O)C(C)n1c(-c2ccccc2)nc2ccccc2c1=O (stereo unspecified) | 3.2 | 2 | 0.2 | 0.8 | -4 | 0.9 | 10 | 1.0 | 24 | 0.9 | /
CCOC(=O)Cc1csc(N/N=C\c2cccc(Br)c2)n1 | 1.5 | 6 | -0.4 | 1 | 11 | 0.9 | -5 | 1.2 | 4 | 1.2 | /
CNc1nc(SC(C)C(=O)Nc2ccc(Cl)c(Cl)c2)nc(N2CCOCC2)n1 (stereo unspecified) | 4.6 | 1 | -0.2 | 1 | 2 | 1 | 0 | -0.5 | 2 | 1 | -7
O=C(NCc1cccs1)c1cc(-c2cccs2)on1 | 3.0 | 4 | 0.7 | 1 | 4 | 1 | -8 | 0.1 | -2 | 1 | 2
CCOC(=O)N1CCC(N2Cc3cccc(C(=O)Nc4ccc(F)cc4)c3C2=O)CC1 | 3.3 | 6 | -0.4 | 1 | -3 | 1 | -5 | 0.8 | -1 | 1 | /
Nc1nc(Nc2ccc(Cl)cc2)n[nH]1 | 0.9 | 3 | -0.4 | 0.9 | -2 | 1 | 3 | -0.6 | 10 | 1 | /

Gathered by group: those above with a furan ring, fused or not (4)
SMILES | RAM inhibit | G6PDH CS | Hsp70 activator | Diaph act CS | TLR4 MyD88 comp | PMI act | L major viab | DTT redox prof | Diaphorase inh | PMI act satM6P | S1P3 antag
COC(=O)c1cn(C(=O)c2ccco2)c2ccccc12 | 3.9 | 3 | 0.1 | 0.9 | 5 | 1.1 | -9 | 2.3 | 6 | 1.1 | -11
O=C(c1ccc(-c2cccc(C(F)(F)F)c2)o1)N1CCOCC1 | -0.1 | -12 | 0.2 | 0.9 | 10 | 0.8 | 10 | 1.1 | 13 | 0.8 | 1
CCOC(=O)Cn1c(=O)oc2cc(S(=O)(=O)N(C)Cc3ccco3)ccc21 | 1.8 | 6 | 0.0 | 1 | -4 | 1.1 | 99* | 0.2 | -2 | 1.1 | -5
COC(=O)c1ccc(CSc2nnc(CNC(=O)COc3ccc(Cl)cc3)o2)o1 | 0.0 | 0 | 0.1 | 0.8 | -2 | 1 | 2 | -0.7 | 20 | 1 | /
